# Screening results (PubChem)
# GPR151 activ = human GPR151 activation; Q8TDV0; PathHunter beta-arrestin GPR151 cells, luminescence; activation, % at 11.2 µM; 650,000 tested, 1% active; AID 1508602; in the data active means activation above about 4.9%;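 further: 0% = median of compound wells and 100% = cells with positive control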
# Target sequence (Q8TDV0 whole entry, looked up): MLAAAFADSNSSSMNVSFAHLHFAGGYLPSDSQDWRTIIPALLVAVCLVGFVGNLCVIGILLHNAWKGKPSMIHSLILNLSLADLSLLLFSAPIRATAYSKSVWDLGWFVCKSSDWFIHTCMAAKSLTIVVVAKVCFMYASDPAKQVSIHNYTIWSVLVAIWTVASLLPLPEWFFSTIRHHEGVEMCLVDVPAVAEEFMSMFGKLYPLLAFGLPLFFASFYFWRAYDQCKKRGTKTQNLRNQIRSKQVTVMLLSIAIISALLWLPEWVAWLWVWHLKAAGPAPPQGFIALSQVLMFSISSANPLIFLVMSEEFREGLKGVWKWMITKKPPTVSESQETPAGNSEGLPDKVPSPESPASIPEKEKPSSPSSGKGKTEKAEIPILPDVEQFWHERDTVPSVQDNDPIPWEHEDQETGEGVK
# MITF inh = inhibitors of human MITF; AlphaScreen MITF homodimerization, bead proximity signal; 650,000 tested, 0.91% active; inhibition, % at 2.6 µM; O75030; AID 1259374; in the data active means inhibition above about 50%;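 further: 0% = vehicle wells with protein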
# TEAD-YAP inh = TEAD-YAP interaction inhibition | HEK-TIYL cells, TEAD-Gal4/YAP UAS-luciferase luminescence | inhibition, % at 9.12 µM | 640,000 tested, 1.4% active | AID 1259422; in the data active means inhibition above about 32%;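 further: 0% = median of test compound wells and 100% = reference inhibitor wells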
# FBW7 activator = activators of human E3 ligase FBW7. Q969H0. AlphaScreen FBW7–phospho-cyclin E peptide binding, activator screen. normalized activity (activation), % at 26.1 µM. 650,000 tested, 0.13% active. AID 1259310; in the data active means normalized activity above about 1.9%;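 further: purified mutant Fbw7 with reduced substrate affinity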
# Target sequence (Q969H0 whole entry, looked up): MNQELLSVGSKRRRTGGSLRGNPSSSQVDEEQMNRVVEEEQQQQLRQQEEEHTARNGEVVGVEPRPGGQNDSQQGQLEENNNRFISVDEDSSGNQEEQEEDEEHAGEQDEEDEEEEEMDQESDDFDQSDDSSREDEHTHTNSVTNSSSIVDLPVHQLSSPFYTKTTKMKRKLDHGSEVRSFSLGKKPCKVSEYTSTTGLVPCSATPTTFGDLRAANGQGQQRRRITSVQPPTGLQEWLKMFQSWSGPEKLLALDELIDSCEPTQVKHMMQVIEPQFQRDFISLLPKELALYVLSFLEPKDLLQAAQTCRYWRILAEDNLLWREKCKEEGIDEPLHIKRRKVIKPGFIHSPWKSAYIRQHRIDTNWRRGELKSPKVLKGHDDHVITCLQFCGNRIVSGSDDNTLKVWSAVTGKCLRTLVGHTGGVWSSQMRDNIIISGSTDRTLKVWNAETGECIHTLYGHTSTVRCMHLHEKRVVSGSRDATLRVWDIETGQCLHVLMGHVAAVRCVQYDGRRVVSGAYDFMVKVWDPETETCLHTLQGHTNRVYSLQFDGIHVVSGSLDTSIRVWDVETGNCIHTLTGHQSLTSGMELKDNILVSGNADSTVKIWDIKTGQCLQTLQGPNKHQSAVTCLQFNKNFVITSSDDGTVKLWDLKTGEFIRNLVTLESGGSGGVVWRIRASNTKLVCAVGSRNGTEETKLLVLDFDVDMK
# Starred values were filed as active, the others as inactive; & = joins results of further samples.
SMILES,GPR151 activ,MITF inh,TEAD-YAP inh,FBW7 activator
COc1cc(NC(=O)CSc2ccc(Cl)cc2)c(C(=O)O)cc1OC,-1.1,-4.4,6.9,0.2
Cc1ccc2c(c1)-c1c(cnn1CC(=O)NCCN(C)Cc1ccccc1)CO2,-1.4,4.4,9.2,-0.1
CCc1ccc(OCC2c3cc(OC)c(OC)cc3CCN2C(=O)c2ccc(S(=O)(=O)N(C)C)cc2)cc1 (stereo unspecified),-0.9,9.5,5.9,0.1
CCCC(CCC)C(=O)Nc1cc(C(=O)O)cc(C(=O)O)c1,0.4,-3.1,-14.1,0.1
CCC1(CC)Cc2ccccc2-c2nc3n(c(=O)c21)CCCS3,-0.8,2.2,-9.0,0.2
Cc1ccccc1C(=O)Nc1nnnn1C,-0.5,9.8,9.2,0.2
Cc1cccc(Nc2nc(-c3sc(N)nc3C)cs2)c1,-1.5,1.8,-16.5,-0.1
O=C(NNC(=S)Nc1ccc2c(c1)OCCO2)c1ccc2ncccc2c1,1.2,14.6,-37.8,0.1
C/C(=N\NC(=O)c1ccccc1O)c1ccccc1O,-1.6,-2.9,-11.7,-0.5
CCCN1CC=C2C(C1)C(c1ccc(C(=O)OC)cc1)C(C#N)=C(N)C2(C#N)C#N (stereo unspecified),0.2,7.5,13.9,0.2
CC(C)(C)C1CCC(=NNc2ccc(S(N)(=O)=O)cc2[N+](=O)[O-])CC1 (stereo unspecified),1.2,4.6,1.3,-0.2
COc1cccc(NC(=O)c2oc3ccccc3c2NC(=O)CC(C)(C)C)c1,0.1,11.1,12.1,0.2
Cc1ccc(C)c(NC(=O)COc2ccc(N3CC(C(N)=O)CC3=O)cc2)c1 (stereo unspecified),0.0,-4.5,2.0,0.1
COc1ccc2c(c1)c(=O)c1ccccc1n2CC(=O)N(C)Cc1ccccc1,-1.0,-15.9,6.8,0.0
Cc1cccc(NC(=O)CSc2nnc(NC(=O)CN3CCCCC3)s2)c1,0.4,5.8,-0.2,0.1
O=C(NC(=O)c1ccc(Cl)cc1)Nc1ccc(Br)cn1,-1.8,14.2,-31.5,0.4
COC(=O)c1ccc(CN2CCC(c3nc4ccccc4[nH]3)CC2)cc1,-0.9,23.1,4.3,1.2
CCC1CCC2(CC1)NC(=O)N(CC(=O)Nc1ccc(C(N)=O)cc1)C2=O (stereo unspecified),4.0,-5.3,4.3,0.0
CC(C)CC(=O)Nc1cccc(NC(=O)CC(C)C)c1,0.7,-3.3,-1.6,0.0
c1cnc(Nc2cc(Nc3ccc(N4CCOCC4)cc3)ncn2)cn1,-1.5,6.0,-12.4,-0.1
COc1cc(/C=C2/C(=O)NC(=O)N(c3ccc(Cl)cc3)C2=O)cc([N+](=O)[O-])c1O,-0.8,1.8,-1.9,-0.2
CCC(CC)CN1CCc2nnc(CCNC(=O)Cc3ccc(F)cc3)n2CC1,0.3,9.1,9.0,0.3
O=S(=O)(c1cccc2nsnc12)N(CCOc1ccc2ccccc2c1)C1CCCCC1,0.1,20.1,8.1,-0.1
CC(C)CC(=O)NC(c1ccc2c(c1)OCO2)c1c(O)ccc2ccccc12 (stereo unspecified),5.2*,5.2,1.2,-0.1
CC(C)OC(=O)c1ccc(NC(=O)CCN2C(=O)c3cccc([N+](=O)[O-])c3C2=O)cc1,-1.1,3.1,-1.8,0.7
CC(=O)Nc1ccc(S(=O)(=O)N2CCN(c3ccc([N+](=O)[O-])cc3Cl)CC2)cc1,0.4,-2.3,14.7,-0.4
CC(C)(C)c1ccccc1OCC(=O)Nc1ccccc1C(N)=O,-0.5,3.7,0.8,0.0
O=C(CSc1nc2cc(Cl)ccc2s1)Nc1ccc(C(=O)O)cc1,1.1,-8.3,-19.3,-0.1
Cc1[nH]c(=O)[nH]c(=O)c1S(=O)(=O)N1CCC(C(=O)NC(C)CCc2ccccc2)CC1 (stereo unspecified),0.0,-18.3,0.2,-0.1
COc1ccc(C(O)(CNCc2ccccc2)c2ccccc2)cc1 (stereo unspecified),-0.6,-3.2,5.8,-0.1
COc1cc2nc(-c3ccc4c(c3)C(=O)N(CCC(C)C)C4=O)oc(=O)c2cc1OC,5.8*,9.6,9.7,0.8
CC(C)NOC(=O)c1ccc(Cl)cc1,2.7,9.4,-31.7,-0.2
CSc1ccc(S(=O)(=O)NCc2ccccn2)cc1,0.9,1.1,9.4,-0.3
FC(F)(F)c1ccc(N=c2oc3ccccc3cc2-c2nc3ccccc3[nH]2)cc1,-0.6,2.2,-60.9,0.0
Cc1cccc(NC(=O)OCc2ccccc2)c1,-1.7,12.8,-14.0,0.1
Cc1c2cnn(CC(=O)NC3CCCC(C)C3C)c(=O)c2c(C)n1Cc1ccc(F)cc1 (stereo unspecified),-3.0,5.5,11.6,1.1
COc1ccc(C(C)=O)cc1CSc1nc2ccsc2c(=O)n1-c1ccc(F)cc1,1.4,-2.8,0.2,-0.1
CCCCCOC(=O)C1=C(C)NC(=O)NC1c1cc(OC)ccc1OC (stereo unspecified),1.0,11.7,-3.6,0.0
COc1cccc(C(=O)NNC(=O)c2ccc3c(=O)n4c(nc3c2)CCCCC4)c1,-0.3,-3.8,-13.4,0.1
CCc1nnc(N2C(=O)c3ccc(C(=O)c4ccc(C(=O)O)cc4)cc3C2=O)s1,2.0,3.2,1.8,0.1
Cc1cccc2nc(COc3ccc(Cl)cc3)cn12,-1.8,12.6,-38.6,0.0
O=C(Nc1nncs1)c1sccc1-c1ccccc1,-1.0,-15.9,8.7,-0.1
C=C(C)[C@@H]1CC[C@]2(CO)CC[C@]3(C)[C@H](CC[C@@H]4[C@@]5(C)CC[C@H](O)C(C)(C)[C@@H]5CC[C@]43C)[C@@H]12,-1.5&-0.5,11.2&7.7,-2.1&-13.2,0.2&0.0
O=C1NC(=S)N/C1=C/c1cccc(OCc2ccc([N+](=O)[O-])cc2)c1,-0.3,-0.4,-0.4,0.0
CS(=O)(=O)c1ccc(C(=O)OCC(=O)Nc2sccc2C#N)cc1[N+](=O)[O-],-2.0,6.8,4.7,0.1
Cc1onc(C(=O)Nc2ccc(F)c(Cl)c2)c1[N+](=O)[O-],0.5,6.5,3.9,0.1
COc1cccc(-c2nc(CCNCCOCc3ccccc3)n3ccccc23)c1,1.0,8.0,4.7,-0.3
CCOC(=O)C1(C(=O)OCC)Oc2ccc3ccccc3c2C1O (stereo unspecified),0.0,1.0,1.5,0.2

# In the list so far, 2 contain a cyano group.
SMILES,GPR151 activ,MITF inh,TEAD-YAP inh,FBW7 activator
CCCN1CC=C2C(C1)C(c1ccc(C(=O)OC)cc1)C(C#N)=C(N)C2(C#N)C#N (stereo unspecified),0.2,7.5,13.9,0.2
CS(=O)(=O)c1ccc(C(=O)OCC(=O)Nc2sccc2C#N)cc1[N+](=O)[O-],-2.0,6.8,4.7,0.1

# Going on with the list:
SMILES,GPR151 activ,MITF inh,TEAD-YAP inh,FBW7 activator
CC(=O)N1CCN(C(=O)Cn2nc3c4c(C)c(C)sc4nc(C)n3c2=O)CC1,0.7,2.4,-9.3,0.0
Cc1oc2ccc(OC(=O)c3ccc(Br)cc3)cc2c1C(=O)OC(C)C,2.6,-9.1,-4.5,-0.1
COc1ccc(C(CC(=O)c2ccccc2)C(C#N)C#N)cc1 (stereo unspecified),0.8,-3.9,-65.5,-0.1
CCN(CC)S(=O)(=O)c1ccc(C(=O)Nc2c3c(nn2-c2ccc(OC)cc2)CS(=O)C3)cc1 (stereo unspecified),0.2,4.5,-5.4,-0.1
CCCCNc1cc(C(=O)O)cc(S(N)(=O)=O)c1Oc1ccccc1,-0.3&0.0&-3.0&-2.1,8.9&1.7&20.1&-2.4,-4.6&4.9,-0.1&0.0&0.4&0.9
CC(=O)OC1CCC2(C)C3CCC4(C)C(C(C)=O)CCC4C3CC(=O)C2(O)C1 (stereo unspecified),-0.9,23.4,5.2,0.1
COc1cc(C(=O)Nc2cc(C)ccn2)c([N+](=O)[O-])cc1OC,1.1,4.5,-3.1,0.3
COc1ccc(-n2c(=O)c3c(C)c(C)sc3n(Cc3cccnc3)c2=O)c(OC)c1,-1.9,-5.4,-10.4,0.0
O=C(NCc1cccc(F)c1)N[C@H]1C[C@H]2C(=O)N[C@@H](CSCc3ccccc3)C(=O)N2C1,-0.3,1.8,18.1,0.0
N#Cc1ccccc1NC(=O)c1ccc(N2C(=O)c3ccccc3C2=O)cc1,-0.6,-11.9,-3.6,0.1
CC12C(=O)N(c3cccc([N+](=O)[O-])c3)C(=O)C1C(c1ccccc1)N1CCCN12 (stereo unspecified),0.7,5.4,-4.8,0.1
COCCCNCCOCCOc1ccc(Cl)c(C)c1,1.0,47.7,1.2,-0.1
CCOc1ccc(N(C(C)C(=O)Nc2cc(C)ccc2OC)S(C)(=O)=O)cc1 (stereo unspecified),0.0,-11.9,46.6*,0.0
Cc1cccc(C)c1NC(=O)C1(N(Cc2ccccc2)C(=O)CSc2nc3ccccc3s2)CCC(C)CC1 (stereo unspecified),0.6,8.5,2.5,0.1
COc1cc(NC(=O)c2cc([N+](=O)[O-])ccc2N2CCCCC2)c2ncccc2c1,-1.1,-1.4,0.0,-0.2
CC(=O)c1cccc(N2C(=O)/C(=C/c3ccc(-c4ccc(Br)cc4)o3)C=C2c2ccccc2)c1,-0.8,-14.8,-7.8,0.0
CC(Sc1nnc2c(n1)[nH]c1ccccc12)C(=O)NC(C)(C)C (stereo unspecified),2.8,-21.4,-0.8,0.0
COc1ccc2cc3c(N)nn(C(=O)/C=C/c4cc(OC)c(OC)c(OC)c4)c3nc2c1,-0.7,9.6,11.1,0.3
CC(C)(C)c1ccc(-c2nc(N3CCOCC3)c3ccccc3n2)cc1,-0.1,11.0,17.6,-0.1
O=C(COc1ccc(Cl)cc1)NNC(=O)c1ccccc1C(=O)O,-1.1,-4.6,-1.5,0.1
CN1CCN(C(CNC(=O)C(=O)Nc2cccc(F)c2)c2ccc3c(c2)OCO3)CC1 (stereo unspecified),-0.7,6.9,-15.4,0.0
CC1CCCCN1CCCNC(=O)c1ccc2c(=O)n(CCc3ccccc3)c(=O)[nH]c2c1 (stereo unspecified),-1.2,-7.0,8.3,-0.1
Cc1ccc2nc(-c3ccc(NC(=O)c4cccnc4)cc3)sc2c1,0.9,0.2,7.7,-0.2
COc1ccc(NC(=S)N(Cc2cccs2)C2CCCCC2)cc1,-1.0,0.8,-5.6,0.1
Cc1ncsc1CCOC(=O)c1ccc(I)cc1,0.6,-3.6,7.4,0.1
COc1ccc(NS(=O)(=O)c2ccc3c(c2)OC(C)CN3C(C)=O)cc1OC (stereo unspecified),-2.4,5.5,39.6*,-0.1
CCC(C)NS(=O)(=O)c1ccc(NC(=O)c2ccc(OC)c(OC)c2)cc1 (stereo unspecified),-0.8,-7.8,-3.3,0.0
O=C1CCCN1CCn1cnc2c(NC3CC3)nc(Nc3cnccn3)nc21,1.1,16.0,6.3,0.0
Nc1nc(-c2ccco2)nn1C(=O)c1ccccc1,-0.3,16.4,-2.1,2.0*
CCNC(=S)Nc1cc(OCC)c(N2CCOCC2)cc1OCC,-0.4,1.1,3.0,-0.2
CC(C)N(C)Cc1nnnn1CC(=O)NCCc1cnn(-c2ccccc2)c1,2.0,-1.0,1.6,0.0
CC(=O)Nc1ccc(NC(=O)COc2ccccc2C(C)C)cc1,0.8,9.0,2.7,0.3
CNC(=O)Cc1nc2ccccc2n1CC(=O)Nc1ccc(F)cc1,0.5,12.7,-10.5,-0.6
COc1ccc(NS(=O)(=O)c2cccc3cnccc23)cc1OC,3.4,21.0,14.2,-0.1
CCCN(CCC)C(=O)c1sc2nc(C)nc(N3CCCCC3)c2c1C,5.5*,-1.9,-3.2,-0.1
Cc1cc(NC(=S)N(CCN(C)C)Cc2cccs2)ccc1Cl,0.8,4.0,6.8,-0.2

# Quoted at random: 2 records from the list, in no set order.
SMILES,GPR151 activ,MITF inh,TEAD-YAP inh,FBW7 activator
COc1ccc(NS(=O)(=O)c2ccc3c(c2)OC(C)CN3C(C)=O)cc1OC (stereo unspecified),-2.4,5.5,39.6*,-0.1
CCCN(CCC)C(=O)c1sc2nc(C)nc(N3CCCCC3)c2c1C,5.5*,-1.9,-3.2,-0.1

# Remaining list, next part.
SMILES,GPR151 activ,MITF inh,TEAD-YAP inh,FBW7 activator
Cc1ccc(Cn2c3ccccc3n3cc(-c4ccc([N+](=O)[O-])cc4)nc23)cc1,0.5,1.3,0.1,0.3
O=C(CCNC(=O)c1ccccc1)NCc1ccccc1,-1.4,-4.5,-8.0,0.1
O=C(NCCO)c1ccc2nc(N3CCCC3CO)sc2c1 (stereo unspecified),1.2,0.2,-15.5,-0.1
Cc1cc(/C=C(/C#N)c2ccc(Br)cc2)c(C)n1-c1ccccc1,-0.7,-4.6,5.5,-0.3
CCOc1ccc(OCC)c(S(=O)(=O)N2CCN(C34CC5CC(CC(C5)C3)C4)CC2)c1,-2.3,3.8,0.7,0.7
O=C(Nc1ccc(Br)cc1)C1C2C=CC3(O2)C1C(=O)N(Cc1ccccc1)C3C(=O)NC1CCCCC1 (stereo unspecified),0.6,1.2,2.5,0.0
CC(NC=C1C(=O)OC(C)(C)OC1=O)C(=O)Nc1ccc([N+](=O)[O-])cc1 (stereo unspecified),0.8,2.3,-4.7,0.1

# Compound profiles (already shown). Order of values: GPR151 activ	MITF inh	TEAD-YAP inh	FBW7 activator
# Cc1cc(/C=C(/C#N)c2ccc(Br)cc2)c(C)n1-c1ccccc1 reads -0.7	-4.6	5.5	-0.3
# O=C(NCCO)c1ccc2nc(N3CCCC3CO)sc2c1 (stereo unspecified) reads 1.2	0.2	-15.5	-0.1
# O=C(Nc1ccc(Br)cc1)C1C2C=CC3(O2)C1C(=O)N(Cc1ccccc1)C3C(=O)NC1CCCCC1 (stereo unspecified) reads 0.6	1.2	2.5	0.0
# CC(NC=C1C(=O)OC(C)(C)OC1=O)C(=O)Nc1ccc([N+](=O)[O-])cc1 (stereo unspecified) reads 0.8	2.3	-4.7	0.1
